MsrA inhibitor – bovine MsrA enzyme inhibitors, primary screen, biochemical, absorbance, HTS. inhibition, % at 15.5 µM. Methionine sulfoxide reductase A (Bos taurus). AID 651718, 2012. purified bovine MsrA, absorbance read-out. 360,000 tested, 0.75% active; in the data active = inhibition above about 4.5%;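 note: 0% = vehicle wells with enzyme and 100% = reference inhibitor wells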
* marks the source's active call; other numbers are inactive results. These rows are one share of the data; rates above refer to the full screens.

The opening 4 records (preview)
MsrA inhibitor	Structure
-0.6	COC(=O)C1=C(C)N(C)C(=NCc2ccccc2C(F)(F)F)NC1c1ccc(C(F)(F)F)cc1 (stereo not given)
-0.1	COc1cccc(C(=O)N[C@@H](Cc2cccnc2)C(=O)N2CCC[C@H]2C(=O)NCc2ccccc2)c1
-0.3	CCCCCCc1ccc(-c2ccc(C#N)cc2)cc1
0.9	Cc1cc(-n2c(C)c3c(C)nnc(C)c3c2C)ccc1N

The list itself (from the top)
MsrA inhibitor	Structure
-0.6	COC(=O)C1=C(C)N(C)C(=NCc2ccccc2C(F)(F)F)NC1c1ccc(C(F)(F)F)cc1 (stereo not given)
-0.1	COc1cccc(C(=O)N[C@@H](Cc2cccnc2)C(=O)N2CCC[C@H]2C(=O)NCc2ccccc2)c1
-0.3	CCCCCCc1ccc(-c2ccc(C#N)cc2)cc1
0.9	Cc1cc(-n2c(C)c3c(C)nnc(C)c3c2C)ccc1N
0.6	COc1cccc(C2=CC(c3ccc(OC)c(OC)c3)NC(=S)N2)c1 (stereo not given)
2.2	O=S1(=O)CCSC[C@@H](CNCc2ccco2)N1
-1.3	O=C(NS(=O)(=O)c1ccccc1[N+](=O)[O-])[C@H]1O[C@@H](n2ccc(=O)[nH]c2=O)[C@H](O)[C@@H]1O
-0.7	COC(=O)C1=C(C)N(C)C(=NCC2CC2)NC1c1cccc(C(F)(F)F)c1 (stereo not given)
-1.3	Cn1c(/N=C/c2cc(Cl)ccc2O)nc2ccccc21
1.0	Nc1[nH]c(C(=O)c2ccccc2)c(-c2ccc(Cl)cc2)c1C(=O)c1c[nH]c2cc(F)ccc12
0.3	COc1ccc2c(c1)[C@@]1(OCCC=C[C@H]1C)C(=O)N2C/C=C(\C)CCC=C(C)C
0.5	CC(C)c1[nH]nc2c1C(c1cccc(C(F)(F)F)c1)N(c1ccccc1)C2=O (stereo not given)
-0.1	Cn1c(N)c(C(=O)CCc2ccccc2)c(=O)n(C)c1=O
0.1	C=CCCC1CN(Cc2ccc(OC)cc2)S(=O)(=O)c2c(cccc2N(C)S(=O)(=O)c2ccc(C)cc2)O1 (stereo not given)
0.3	COc1ccc(OC)c(CNS(=O)(=O)c2ccccc2Br)c1
-0.3	CN1CCN(C(=O)CN(c2ccccc2)S(=O)(=O)N(C)C)CC1
1.1	O=c1[nH]c(-c2ccccc2)cn1C1CCN(Cc2ccc(-c3nc4ccc(F)cc4nc3-c3ccccc3)cc2)CC1
1.0	COC(=O)[C@]1(Cc2ccccc2)NC=C(C(=O)c2ccccc2)[C@@H]1c1cccs1
0.3	CCOc1ccc(NC(=O)CN2C(=O)c3cccc4cccc2c34)cc1
0.5	COc1ccc(S(=O)(=O)Nc2ccc3c(c2)C(=O)N([C@H](C)CO)C[C@H](C)[C@@H](CN(C)C)OCCCC[C@H](C)O3)cc1
-0.6	O=[N+]([O-])c1cc(O)c2ncccc2c1
-0.3	C[C@H]1CN(C(=O)OC(C)(C)C)CCN1c1ccc(N2CC[C@H](O)C2)c(C#N)c1
-0.1	CCCCN1c2cc(C)c(O)cc2C(C(=O)OCC)C1C (stereo not given)
-0.5	NC(=O)c1ncn([C@@H]2O[C@H](C(=O)N[C@H](Cc3ccccc3)C(=O)N3CCN(CC(=O)Nc4ccccn4)CC3)[C@@H](O)[C@H]2O)n1
-0.6	CCCCOCCCNC(=O)C[C@H]1C[C@@]2(C(=O)OC)C(=C[C@H](COCc3ccccc3)O[C@@H]2C)N(CCC2=CCCCC2)C1=O
0.3	CCCCN1CC(COCc2ccccc2)Oc2cccc(Oc3ccc(SC)c(C)c3)c2S1(=O)=O (stereo not given)
1.0	O=C(COC(=O)c1sc2cc(Cl)ccc2c1Cl)Nc1ncc(Cl)cc1Cl
-1.0	COCc1cc(N2CCNC[C@@H]2C)ccc1N1CCN(Cc2ccccc2)[C@@H](C)C1
-0.1	Cc1ccc2sc(-c3ccc(NC(=O)CCN4C(=O)c5ccccc5C4=O)cc3)nc2c1
0.9	Cc1ccc(NCc2nnc(SCC(N)=O)n2CCc2ccccc2)cc1
1.1	CCCCc1c(-c2ccccc2OC)ncn1Cc1cc(F)cc(F)c1
-0.9	COc1cccc(C(=O)Nc2ccc(Oc3nnc(-c4ccccc4)c4ccccc34)cc2)c1
-0.5	COC(=O)[C@]12C[C@H](CC(=O)N3CCN(C(=O)c4ccco4)CC3)C(=O)N(Cc3ccc4c(c3)OCO4)C1=C[C@H](COCc1ccccc1)O[C@@H]2C
-0.4	Cc1ccc2c(c1)NC(=O)c1cccc([N+](=O)[O-])c1CO2
-0.6	O=C(Cc1cc(=O)[nH][nH]1)N/N=C/c1ccccc1Cl
0.8	O=C(Nc1ccc(F)cc1F)c1cc2ncc(Br)cn2n1
0.6	Nc1ccn([C@@H]2O[C@H](C(=O)N[C@H](Cc3ccccc3)C(=O)N3CCN(C(=O)N4CCOCC4)CC3)[C@@H](O)[C@H]2O)c(=O)n1
0.3	COC(=O)C1=C(C)N(Cc2ccc(F)cc2)C(=S)NC1c1ccc(Cl)cc1 (stereo not given)
0.5	CC1NC(=O)c2ccccc2-n2c1nc1cc(F)ccc1c2=O (stereo not given)
0.7	COc1ccc(/C=N/n2cnc3c([nH]c4ccc(Br)cc43)c2=O)cc1CN1CCOCC1
0.9	O=C1c2[nH]nc(-c3ccccc3)c2C(c2cccc(C(F)(F)F)c2)N1c1ccccc1 (stereo not given)
-1.3	COC(=O)C1=C(C)N(Cc2ccccc2C(F)(F)F)C(=NCc2cccc(C(F)(F)F)c2)NC1CCc1ccccc1 (stereo not given)
0.1	CCOC(=O)Cc1csc2nc(-c3ccccc3)cn12
1.3	CCOC(=O)C1CSCCS(=O)(=O)N1Cc1cc(F)ccc1Br (stereo not given)
0.6	CCN(CC)CCn1c(=S)[nH]c2cc(C(=O)N3CC=C(c4ccccc4)CC3)ccc2c1=O
2.1	CCc1c(-c2ccc(OC)c(OC)c2)ncn1CCc1ccccc1OC
0.3	COC(=O)c1ccsc1NS(C)(=O)=O
-1.1	COc1ccc(S(=O)(=O)NCc2ccc(C(=O)NCc3cccnc3)cc2)cc1
1.9	Cc1sc2nc(CN3CCC(C)CC3)nc(Cl)c2c1C
-0.6	O=C(CCCCCn1c(=O)[nH]c2ccccc2c1=O)NC1CCCC1
0.1	CCCN1C(=O)c2[nH]nc(-c3ccccc3)c2C1c1ccc(C)cc1 (stereo not given)
-0.3	COc1cccc(CNC(=O)[C@H]2CCCN2C(=O)[C@H]2CCCN2C(=O)c2ccc(F)cc2)c1
-1.8	CN(C(=O)CSc1ncnc2c(-c3cccs3)nsc12)C1CCCCC1
-0.6	COc1cccc(OCCCN2CCC(C(O)(c3ccccc3)c3ccccc3)CC2)c1
2.3	CS(=O)(=O)c1ccc(CNC(=O)C2(C(F)(F)F)CC(CCCO)CCCO2)cc1 (stereo not given)
0.7	COCc1[nH]nc2c1C(c1ccc(C)cc1)N(c1ccc(OC)cc1)C2=O (stereo not given)
1.2	Cc1cc(Oc2cccnc2)ccc1NC(=O)Cc1c[nH]c2ccccc12
-1.4	O=C(CN1CCN(C(=O)c2cccc(F)c2)CC1)NC1CCCCC1
0.1	CC(C)CC1NC(=O)c2cc(Cl)ccc2-n2c1nc1ccccc1c2=O (stereo not given)
0.2	COC(=O)c1cc2c(c3c4cc(F)ccc4n(S(=O)(=O)c4ccccc4)c13)C(=O)N(Cc1ccccc1)C2

2 compounds picked at random from those above:
MsrA inhibitor	Structure
-1.4	O=C(CN1CCN(C(=O)c2cccc(F)c2)CC1)NC1CCCCC1
0.2	COC(=O)c1cc2c(c3c4cc(F)ccc4n(S(=O)(=O)c4ccccc4)c13)C(=O)N(Cc1ccccc1)C2

Other entries:
MsrA inhibitor	Structure
0.0	COc1ccc(N2CCN(C(=O)C3CCN(S(=O)(=O)c4ccc5c(c4)CC(C)N5C(=O)C4CC4)CC3)CC2)cc1 (stereo not given)
1.0	CC(=O)C1=C(C)NC(=S)NC1c1ccc(F)cc1 (stereo not given)
-0.2	CC(C)Cn1c(SCC(=O)N2CCCc3ccccc32)nc2ccccc2c1=O
0.4	CN1CCCCC(NC(=O)CSc2ccccc2)C1=O (stereo not given)
1.5	Clc1ccc(CN2CCN(c3ncc(Cc4ccccc4)cn3)CC2)c(Cl)c1
-0.4	O=C(NCc1ccccc1)[C@@H]1CCCN1C(=O)[C@H]1CCCN1C(=O)c1cc(F)cc(F)c1
1.2	C=CCn1cnc2c(c1=O)c1nc3ccccc3nc1n2-c1ccc(C)cc1
-0.1	CCOC(=O)C(CNc1ccc(O)cc1)NC(=O)c1ccccc1 (stereo not given)
-1.6	COc1cc2c(c(OC)c1OC)C1(CCCCC1)CC2NS(=O)(=O)C(C)C (stereo not given)
-0.5	O=C(C(=O)N1CCC(CNS(=O)(=O)c2cccc3ccccc23)CC1)c1cccs1
0.8	O=C1CSC(c2cn(-c3ccccc3)nc2-c2cccs2)N1Cc1ccccc1 (stereo not given)
1.0	COc1ccc2[nH]c(C)c(C(=O)CN(C)CC3OCCO3)c2c1
1.0	COc1ccccc1Cc1c(-c2ccc(F)cc2)nc2c3ccccc3ccn12
1.2	Cc1cc(CN2CCN(c3ncc(Cc4ccccc4)cn3)CC2)cc(C)c1O
-0.2	C[C@H]1[C@@H]2C[C@@]3(O[C@H](c4ccc(C(F)(F)F)cc4)N=C3C[C@@H]1c1ccccc1)N(Cc1ccncc1)C2=O
3.7	COc1ccc(/C=N/NC(=O)c2ccncc2)cc1COc1ccc(NC(C)=O)cc1
1.7	COc1ccc(-c2cc(C(F)(F)F)nc(SCCC(=O)NCc3ccco3)n2)cc1
-0.3	COc1ccc(COCCN2CCN(S(=O)(=O)c3ccc(C)cc3)CCC2=O)cc1
-0.7	Nc1[nH]c(C(=O)c2ccccc2)c(-c2cccc3ccccc23)c1C(=O)c1cccs1
-0.6	C[C@@H]1CN([C@@H](C)CO)C(=O)CCCn2cc(nn2)CO[C@H]1CN(C)C(=O)Nc1ccc(C(F)(F)F)cc1
-0.2	COC(=O)c1cc2c(c3c4cc(C)ccc4n(S(=O)(=O)c4ccccc4)c13)C(=O)N(Cc1ccc(C(F)(F)F)cc1)C2
2.2	O=C1CC2c3cc(Br)ccc3CCN2C(=O)CN1Cc1ccccc1 (stereo not given)
0.2	C#CCN(Cc1ccco1)C(=O)c1nnc2c3cc(OC)ccc3n(S(=O)(=O)c3ccc(OC)cc3)c2n1
0.2	O=C1c2[nH]nc(-c3ccccc3)c2C(c2ccc(F)cc2)N1Cc1ccccc1 (stereo not given)
2.2	O=C(NCCc1ccccc1)c1ccccc1NC(=O)C1CCCCC1C(=O)O (stereo not given)
0.7	COc1cccc2oc3cc(C#Cc4ccccn4)ccc3c(=O)c12
0.0	CN1CCCCC(NC(=O)c2ccc(F)cc2)C1=O (stereo not given)
0.4	O[C@@H](Cc1ccccc1)[C@@H](/C=C/c1ccccc1)NCCc1ccccc1
1.1	CCCCCCN(C(=O)CCCCCN1C(=O)NC(c2ccc(-c3ccccc3)cc2)C(C(=O)OCc2ccccc2)=C1C)C(C(=O)NCCCC)c1cccc(C(=O)OC)c1 (stereo not given)
1.9	Cc1ccc2nc3n(c(=O)c2c1)-c1ccc(Cl)cc1C(=O)NC3Cc1ccccc1 (stereo not given)
0.1	CCOc1ccc2[nH]c3c(N4CCC5(CC4)OCCO5)ncnc3c2c1
0.3	CCCCCCCCN1C(=O)[C@@H](CC(=O)N2CCCC2)C[C@@]2(C(=O)OC)C1=C[C@H](C1CCCC1)O[C@@H]2C
0.5	NC(=O)c1c(N)[nH]c(C(=O)c2ccccc2)c1-c1ccc2c(c1)OCO2
0.2	CCN(Cc1cc(OC)c(OC)c(OC)c1)S(=O)(=O)c1ccccc1Br
-0.4	Cc1c(COC(=O)NC(C)C)c(COC(=O)NC(C)C)c2n1CS(=O)(=O)C2
0.1	C=CCN1C(=O)c2n[nH]c(COC)c2C1c1ccc(F)cc1 (stereo not given)
-0.6	COc1ccc(C2CC(=O)C(c3ccc(Cl)c(Cl)c3)=CN2Cc2ccccc2)cc1 (stereo not given)
0.3	CCN(CC)c1ccc2c(Cl)cc(=O)oc2c1
-1.3	O=C1NC(Cc2ccccc2)c2nc3ccc(Br)cc3c(=O)n2-c2cc(Cl)ccc21 (stereo not given)
0.6	C=CCNc1cccc2c1S(=O)(=O)N[C@H](CC(C)C)CO2
0.9	CCCCNC(=O)C(c1ccc(-c2ccccc2)cc1)N(CCN1CCOCC1)C(=O)CCCCCN1C(=O)NC(c2ccc([N+](=O)[O-])cc2)C(C(=O)OCc2ccccc2)=C1C (stereo not given)
0.1	CC(CNC(=O)[C@@H](Cc1ccccc1)NC(=O)[C@H]1O[C@@H](n2cnc3c(=O)[nH]c(N)nc32)[C@H](O)[C@@H]1O)c1ccccc1 (stereo not given in full)
-1.0	Cc1ccc(-c2[nH]nc3c2C(c2ccccc2OC(=O)N2CCOCC2)C(C#N)=C(N)O3)cc1 (stereo not given)
0.8	COC(=O)c1c(-c2ccc(OC)cc2)c2c(c3c4cc(OC)ccc4n(S(=O)(=O)c4ccc(C)cc4)c13)C(=O)N(C)C2
-1.5	COC(=O)C1=C(C)N(Cc2cccc(C(F)(F)F)c2)C(=NCc2ccc(OC)cc2)NC1c1cccc(Cl)c1 (stereo not given)
1.1	CCCCn1c(-c2csc3c2CCCC3)n[nH]c1=S
0.2	Cn1c(=O)c(C(=O)COC(=O)c2cc(C(F)(F)F)nc3ccccc23)c(N)n(Cc2ccccc2)c1=O
-0.4	O=C(Nc1nc2ccc([N+](=O)[O-])cc2s1)c1ccco1
-0.9	CC(C)CC1NC(=O)c2ccccc2-n2c1nc1cc(F)ccc1c2=O (stereo not given)

Four compounds from above, ordered by the number in MsrA inhibitor, low to high:
MsrA inhibitor	Structure
-0.7	Nc1[nH]c(C(=O)c2ccccc2)c(-c2cccc3ccccc23)c1C(=O)c1cccs1
0.4	O[C@@H](Cc1ccccc1)[C@@H](/C=C/c1ccccc1)NCCc1ccccc1
0.7	COc1ccc(/C=N/n2cnc3c([nH]c4ccc(Br)cc43)c2=O)cc1CN1CCOCC1
1.7	COc1ccc(-c2cc(C(F)(F)F)nc(SCCC(=O)NCc3ccco3)n2)cc1

Screening results: PubChem BioAssay, The Scripps Research Institute Molecular Screening Center
